# RORgamma inh: qHTS for inhibitors of ROR gamma transcriptional activity. Drosophila S2 Gal4-RORgamma UAS-luciferase reporter, 20 h. Potency, µM (highest dose often 53.6 µM), without a hit: top-dose activity change, negative = inhibition, hits mostly inhibitors. 5.4% of 310,000 active. Nuclear receptor ROR-gamma (Mus musculus), P51450; further: potency means the concentration at half of the fitted maximal effect; on the % scale 0 is the no-effect control and ±100 the full control effect; nearly all actives have a fitted effect of over 60% in size
# Target sequence (P51450 whole entry, looked up, the tested form may be a part): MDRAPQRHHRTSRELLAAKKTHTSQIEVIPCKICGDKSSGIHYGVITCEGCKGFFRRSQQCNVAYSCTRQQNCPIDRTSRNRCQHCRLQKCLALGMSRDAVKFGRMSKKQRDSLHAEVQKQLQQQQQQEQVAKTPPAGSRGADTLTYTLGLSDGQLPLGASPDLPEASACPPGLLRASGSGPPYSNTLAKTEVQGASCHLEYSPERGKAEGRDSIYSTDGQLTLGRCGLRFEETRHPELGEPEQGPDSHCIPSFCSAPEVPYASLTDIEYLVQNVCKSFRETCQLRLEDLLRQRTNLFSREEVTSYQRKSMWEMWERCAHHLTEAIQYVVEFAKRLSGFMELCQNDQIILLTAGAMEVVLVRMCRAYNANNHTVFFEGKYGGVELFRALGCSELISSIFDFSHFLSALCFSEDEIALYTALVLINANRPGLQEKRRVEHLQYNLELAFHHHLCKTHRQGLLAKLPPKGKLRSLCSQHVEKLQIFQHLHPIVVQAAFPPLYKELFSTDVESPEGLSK
#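 Schneider cells (Drosophila), stable Gal4 DBD–ROR gamma + UAS-luc; 1 hr cmpd preincubation; Cu2+ induction 700 uM final; 20 hr ambient; luminescence.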
# Giardia killer: Small Molecules that selectively kill Giardia lamblia: qHTS | Giardia lamblia trophozoite viability | activity change, % at 7.66 µM, hits read low | 0.15% of 340,000 active; in the data active means activity change below about -80%; inconclusive means between about -30% and that limit;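 further: parasites exposed to compound for two days anaerobically before the ATP read; on the % scale 0 is the no-effect control and ±100 the full control effect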
#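 Giardia trophozoites, 100 cells per well, were exposed to compounds for 48 hrs at 37 deg C under anaerobic conditions; viability was then read as ATP content by bioluminescence after 15-30 min at room temperature.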
# PKM2 activator: qHTS Assay for Activators of Human Muscle isoform 2 Pyruvate Kinase | Pyruvate kinase PKM (Homo sapiens), P14618 | purified PKM2, Kinase-Glo ATP luminescence, activation; response scale: 0% is enzyme alone, no compound | Potency, µM (highest dose often 57.5 µM), for the others: at the top dose activation, most hits filed as activators | 0.34% of 260,000 active; further: potency means the concentration at half of the fitted maximal effect; on the % scale 0 is the no-effect control and ±100 the full control effect; nearly all actives have a fitted effect of over 55% in size
# Target sequence (P14618 whole entry, looked up, canonical isoform): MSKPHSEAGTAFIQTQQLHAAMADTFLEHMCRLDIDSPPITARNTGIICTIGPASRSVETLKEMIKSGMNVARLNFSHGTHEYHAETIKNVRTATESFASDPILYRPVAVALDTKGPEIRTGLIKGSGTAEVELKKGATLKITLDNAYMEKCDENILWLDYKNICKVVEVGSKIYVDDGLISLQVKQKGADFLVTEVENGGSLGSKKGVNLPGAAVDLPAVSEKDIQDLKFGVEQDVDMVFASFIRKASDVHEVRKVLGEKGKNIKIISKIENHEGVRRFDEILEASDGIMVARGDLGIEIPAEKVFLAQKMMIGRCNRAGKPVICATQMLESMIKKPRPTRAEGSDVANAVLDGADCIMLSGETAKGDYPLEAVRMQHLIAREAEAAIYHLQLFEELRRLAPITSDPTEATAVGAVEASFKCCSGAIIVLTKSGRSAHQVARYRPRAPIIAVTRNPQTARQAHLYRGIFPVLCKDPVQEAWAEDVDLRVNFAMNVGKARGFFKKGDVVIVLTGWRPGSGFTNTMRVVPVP
#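 Purified hPK-M2 (>95%) run at intermediate activity with 0.1 mM ADP and 0.5 mM PEP in 50 mM imidazole pH 7.2, KCl, MgCl2; 1 h room temperature. ATP formed read by Kinase-Glo luminescence; normalized to uninhibited and no-enzyme controls.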
# BRCA1 expr up: qHTS Assay to Identify Small Molecule Activators of BRCA1 Expression. 1.1% of 380,000 active. Potency, µM (doses to about 46.1 µM), inactives show top-dose activation, actives largely listed as activators. MCF7-BRCA1-FFLuc reporter, luminescence, 48 h; response scale: scaled: vehicle 0%, 10 µM genistein 100%. AID 624202, 2012; further: potency means the concentration at half of the fitted maximal effect; nearly all actives have a fitted effect of over 80% in size; some results filed as inactive show a strong effect at the top dose
#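 MCF7-BRCA1-FFLuc, 2000 cells/well; 2 h attach, 37 °C/5% CO2; compound 48 h; luciferase substrate 15 min; luminescence end-point. Norm. to genistein 10 microM max activation and DMSO; concentration-response curves fitted.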
# p53 reactivation: qHTS assay for re-activators of p53 using a Luc reporter; 0.063% of 320,000 active; AID 504706, 2011; H1299 p53-A138V BP100-luciferase reporter, luminescence, 24 h; Potency, µM (titrated, usually from 92.2 µM), without a hit: top-dose activity change, positive = activation, hits mostly activators; further: potency means the concentration at half of the fitted maximal effect; % of control where 0% means no effect; nearly all actives have a fitted effect of over 45% in size
#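 p53-null H1299 cells stably carrying temperature-sensitive p53-A138V and a BP100-luciferase reporter were pinned with compounds (4-point, 1:5 series) and held 24 hrs at 37 deg C. Luminescence was read 10 min after detection reagent.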
# FLuc modulator: qHTS profiling assay for firefly luciferase inhibitor/activator using purifed enzyme and Km concentrations of substrates (counterscreen for miR-21 project) | Potency, µM (highest dose often 57.5 µM), inactives show top-dose activity change, negative = inhibition, hits mostly inhibitors | Luciferin 4-monooxygenase (Photinus pyralis), P08659 | purified FLuc, Km substrates, luminescence inhibition | 6.9% of 360,000 active | AID 588342, 2011;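 further: potency means the concentration at half of the fitted maximal effect; plate controls were vehicle for no effect and reference inhibitor for full effect; nearly all actives have a fitted effect of over 55% in size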
#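 Purified P. pyralis luciferase (10nM final) with 10uM D-luciferin and 10uM ATP (Km levels) in 50mM Tris acetate pH 7.5, 10mM Mg acetate, 0.01% Tween-20, 0.05% BSA; qHTS 6-point titration, ~60 µM downward; luminescence read.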
# NPC1 promoter act: qHTS Assay for NPC1 Promoter Activators; 2.4% of 320,000 active; Potency, µM (top dose mostly 9.22 µM), inactives show at the top dose activation, hits mostly activators; AID 485313, 2010; Huh7 NPC1 promoter luciferase reporter, 24 h;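 further: potency means the concentration at half of the fitted maximal effect; % of control where 0% means no effect; nearly all actives have a fitted effect of over 60% in size; reporter is driven by a mutant NPC1 promoter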
#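 Compounds in DMSO were transferred onto Huh7 NPC1-luciferase reporter cells pre-incubated 2 h; after 24 h at 37 °C, Amplite reagent was dispensed and luminescence recorded 10 min later.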
# ELG1 genotox: qHTS screen for small molecules that induce genotoxicity in human embryonic kidney (HEK293T) cells expressing luciferase-tagged ELG1; HEK293T ELG1-luciferase reporter, luminescence, 16 h; 1.3% of 330,000 active; AID 504466, 2011; Potency, µM (series often up to 46 µM), inactives show top-dose activity change, positive = activation, hits mostly activators; further: potency means the concentration at half of the fitted maximal effect; % of control where 0% means no effect; nearly all actives have a fitted effect of over 60% in size
#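 Genotoxic stress is detected as increased luminescence from luciferase-tagged ELG1 in HEK293T cells, measured with ONE-Glo after a 16 hr treatment at 37 °C.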
# Menin-MLL TR inh: qHTS Assay for Inhibitors Targeting the Menin-MLL Interaction in MLL Related Leukemias: Competition With Texas Red Labeled MLL-derived Mutant Peptide; Menin + Texas Red MLL mutant peptide, fluorescence polarization; 0.23% of 270,000 active; AID 1768, 2009; Potency, µM (titrated, usually from 61.6 µM), for inactives: at the top dose FP activity change, negative = inhibition, actives largely listed as inhibitors; O00255; active means well fitted inhibition curve with a large enough effect in the polarisation, with a control signal flat, not every such curve was filed as active; inconclusive means small, poorly fitted or top-dose-only effect, or effect the other way, or a change in a side signal; inactive means no such curve, though single readings can be large or run the other way; the % refers to the polarisation; further: potency means the concentration at half of the fitted maximal effect; % of control where 0% means no effect; many of its hits are not listed in these tables
# Rab9 promoter act: qHTS Assay for Rab9 Promoter Activators. Huh7 Rab9 promoter-luciferase reporter, luminescence, 24 h. Potency, µM (doses to about 9.22 µM), inactives show at the highest dose activation, negative = inhibition, actives largely listed as activators. 2.8% of 320,000 active. AID 485297, 2010; further: potency means the concentration at half of the fitted maximal effect; % of control where 0% means no effect; nearly all actives have a fitted effect of over 60% in size
#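 Luciferase signal after 10 min detection reagent at ambient indicates Rab9 promoter upregulation; stably transfected Huh7 cells were treated 24 h with compound in DMSO at 37 °C, 5% CO2.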
# VP16 counter: VP16 counterscreen qHTS for inhibitors of ROR gamma transcriptional activity | 3.5% of 310,000 active | AID 2546, 2010 | Drosophila S2 Gal4-VP16 UAS-luciferase, luminescence, 20 h | Potency, µM (series often up to 53.6 µM), for inactives: at the top dose activity, negative = inhibition, actives largely listed as inhibitors;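 further: Gal4-VP16 expression switched on by copper sulfate through the metallothionein promoter; potency means the concentration at half of the fitted maximal effect; on the % scale 0 is the no-effect control and ±100 the full control effect; nearly all actives have a fitted effect of over 50% in size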
# Active calls of the source: *; ? = inconclusive; / = no result given; [ ] = another dose, or the depositor's remark. Unless noted, the call rests on the fitted dose curve; in most records, active means well fitted curve in the direction sought with a large enough effect; inconclusive means small, poorly fitted or top-dose-only effect, or another doubt; inactive means no such curve, though single readings can be large; an effect the other way counts as inactive or inconclusive. These rows are one share of the data; count on the stated rates, not on these rows.
SMILES,RORgamma inh,Giardia killer,PKM2 activator,BRCA1 expr up,p53 reactivation,FLuc modulator,NPC1 promoter act,ELG1 genotox,Menin-MLL TR inh,Rab9 promoter act,VP16 counter
CCOc1ccc(C(C)=O)cc1CN1C(=O)NC2(CCCCCCC2)C1=O,0%,-3,3%,-16%,-2%,0%,-5%,-5%,-17%,11%,-12%
Cc1noc(N)c1C1(O)C(=O)N(C(C)C)c2ccccc21 (configuration not stated),7%,-14,2%,-18%,-1%,1%,-1%,-5%,-1%,1%,6%
COc1cc(OC)cc(C(=O)Nn2cc(C(=O)Nc3ccc(F)cc3F)c3ccccc3c2=O)c1,-28%,0,3%,-35%,-5%,4%,-2%,-4%,3%,-5%,14%
CC(C)(C)c1ccc(CSc2nnc(-c3ccccc3NC(=O)c3ccccc3)o2)cc1,6%,24,-1%,-24%,0%,-3%,-1%,1%,3%,-12%,-13%
O=C(COC(=O)c1ccccc1Br)NCCN1C(=O)CSC1=O,?,-6,2%,33%,1%,-14%,7%,8%,1%,15%,-4%
CCC(=O)N1CCc2cc(S(=O)(=O)CCC(=O)Nc3ccc(OC)cc3)ccc21,13%,-7,/,-10%,5%,4%,-3%,3%,/,-1%,-7%
O=C(N/N=C\C=C\c1ccc2c(c1)OCO2)C1COc2ccccc2O1 (configuration not stated),-94%,2,1%,-18%,13%,?,1%,-2%,11%,2%,?
CCOC(=O)C1CCN(C(=O)c2cccnc2Oc2ccc(Cl)cc2)CC1,21%,?,-1%,0%,-2%,-2%,1%,0%,/,-1%,5%
CCOc1ccc(S(=O)(=O)NCc2csc(C)n2)cc1,-12%[0.365 µM],-2,?,-2%,-2%,-17%,-3%,-5%,?,-2%,/
CCCc1cc(=O)[nH]c(SCC(=O)N2CCN(S(=O)(=O)c3ccc4ccccc4c3)CC2)n1,9%,-3,4%,-23%,0%,6%,1%,8%,0%,2%,?

# Arranged by the number under BRCA1 expr up (rising): 3 from the list above
structure	BRCA1 expr up
O=C(N/N=C\C=C\c1ccc2c(c1)OCO2)C1COc2ccccc2O1 (configuration not stated)	-18%
CCOc1ccc(C(C)=O)cc1CN1C(=O)NC2(CCCCCCC2)C1=O	-16%
CCOc1ccc(S(=O)(=O)NCc2csc(C)n2)cc1	-2%

# Back to the main list; the two compounds before the break are reprinted first.
SMILES,RORgamma inh,Giardia killer,PKM2 activator,BRCA1 expr up,p53 reactivation,FLuc modulator,NPC1 promoter act,ELG1 genotox,Menin-MLL TR inh,Rab9 promoter act,VP16 counter
CCOc1ccc(S(=O)(=O)NCc2csc(C)n2)cc1,-12%[0.365 µM],-2,?,-2%,-2%,-17%,-3%,-5%,?,-2%,/
CCCc1cc(=O)[nH]c(SCC(=O)N2CCN(S(=O)(=O)c3ccc4ccccc4c3)CC2)n1,9%,-3,4%,-23%,0%,6%,1%,8%,0%,2%,?
Cc1ccc(C)c(N2CCN(S(=O)(=O)c3cn(C)cn3)CC2)c1,-22%,-28,/,-1%,-2%,-2%,-8%,6%,-25%,-8%,-4%
Cc1cc(C)cc(Oc2ccccc2/C=C\C(=O)O)c1,10%,8,0%,0%,-6%,4%,-1%,-3%,15%,4%,0%
COc1cccc(/C=N/n2c(C3CCCCC3)n[nH]c2=S)c1,4.5µM*,8,/,27%,-2%,-3%,-1%,-13%,-10%,0%,10µM*
Cc1ccc(NC(=O)COC(=O)[C@@H]2CCCN2C(=O)c2cccs2)cc1S(=O)(=O)N(C)C,17%,6,-1%,0%,1%,?,1%,5%,/,-6%,-6%
CCCc1nnc(SCCSc2nnc(CCC)n2N)n1N,10%,1,4%,2%,8%,8%,-3%,-6%,-21%,-3%,-6%
CCOC(=O)C1=NNC2(CC(=O)N(c3cccc(C)c3)C2=O)C1 (configuration not stated),4%,7,-3%,-15%,-2%,7%,-2%,0%,/,-9%,-1%
O=C(c1ccc(S(=O)(=O)NCC2CCCO2)cc1)N1CCc2ccccc21 (configuration not stated),-4%,10,-15%,-9%,-8%,1%,-4%,1%,-23%,-20%,?
CCn1cc(CN2CCC(C(=O)Nc3cccc(-c4cccc(Cl)c4)c3)CC2)c(C)n1,?,-18,-3%,-25%,-17%,2%,-2%,-6%,-7%,2%,?
COc1ccc(CCNC(=O)C2CCN(C(=O)c3ccc(Cl)cc3)CC2)cc1,?,-20,2%,-2%,/,5%,-3%,0%,-6%,6%,-2%
COc1ccccc1-c1nnc(SCC(=O)NCc2cccs2)n1N,9%,12,0%,-25%,5%,1%,-4%,2%,1%,10%,-5%
COc1ccc(CN2CCNC(=O)C2CC(=O)NCCc2nc(C)c(C)s2)c(OC)c1 (configuration not stated),15%,8,1%,0%,1%,2%,3%,1%,/,-5%,-8%
Cc1ccnc(SCCn2c(N3CC(C)OC(C)C3)nc3c2c(=O)n(C)c(=O)n3C)n1 (configuration not stated),6%,-9,-2%,-1%,3%,-1%,-4%,2%,-13%,-1%,-4%
O=C1CN=CN=CN1c1ccc(Cl)cc1Cl,23%[10 µM],-11,-3%,20%,12%,-4%,-4%,3%,-5%,-10%,-2%
COCc1cc(C)nc(N2CCOCC2)c1C#N,19%,12,-5%,2%,-1%,2%,4%,-8%,-4%,2%,-2%
Clc1ccc(/C=N/Nc2nnc(-c3ncc[nH]3)c3ccccc23)cc1,1.3µM*,-26,0%,-25%,8%,0.85µM*,4.5µM*,-4%,?,2.8µM*,3.2µM*
O=C1C2C3C=CC(CC3)C2C(=O)N1c1cccc(Br)c1 (configuration not stated),3%,2,0%[11.5 µM],-24%,15%,-10%,-1%,-1%,-4%,1%,-13%
C=CCNC(=O)C1CC2Cn3c(nc4cc(Cl)c(Cl)cc43)C2N1C (configuration not stated),/,20,/,-4%,13%,1%,1%,2%,/,-3%,/
CCCC(C)NC(=O)c1cccc(Oc2ccccc2)c1 (configuration not stated),35µM*,7,-5%,?,14%,?,17%,-6%,-11%,28%,-15%
CCN(CC)S(=O)(=O)c1cccc(C(=O)OCC(=O)NCc2ccccc2OC)c1,/,-1,/,-2%,3%,8%,0%,-1%,/,-6%,/
CN(Cc1nc(CC2CC2)no1)CC12CC3CC(CC(C3)C1)C2,-16%,17,-1%,38%,2%,-8%,0%,2%,-16%,-4%,6%
CC(CCc1ccco1)NC(=O)c1cccc2c1C(=O)N(C1CCCCC1)C2 (configuration not stated),30%,5,5%,-33%,3%,-5%,-8%,-9%,-14%,1%,5%
Cc1ccc(C(=O)N(C)CCOc2ccccc2)cc1S(=O)(=O)N1CCCCC1,/,-5,/,-28%,-6%,1%,-4%,0%,/,-5%,/
COCCN(C(=O)CSc1nnc(C)n1-c1ccc(C)cc1)c1c(N)n(Cc2ccccc2)c(=O)[nH]c1=O,/,-10,/,-4%,-3%,3%,1%,2%,/,0%,/
O=C(Nc1ccc2c(c1)CCC2)c1ncoc1-c1ccccc1F,24%,-4,-1%,9%,3%,8.5µM*,15%,12%,50%[activator],3%,23%
Cc1ccc(-c2cc3ccccc3nc2N)cc1,?,-10,/,10µM*,?,3µM*,5µM*,?,?,?,?
C/C(=N\NC(=O)c1c(Cl)cnn1C)c1ccc(NC(=O)c2ccc(Br)o2)cc1,-45%,-5,/,10µM*,15%,0%,20%,?,/,15%,-19%

# From PubChem BioAssay
